Bioassay records as filed in PubChem BioAssay.
14-3-3g Raf: modulators of 14-3-3 gamma protein binding, primary screen, biochemical, fluorescence polarization | 14-3-3 protein gamma (Homo sapiens), P61981 | FP, 14-3-3gamma / TMR-pS259-Raf peptide binding | inhibition, % at 40 µM | actives 0.19% (n = 160,000); in the data active means inhibition above about 30%;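 further: 0% = protein plus tracer without compound and 100% = blank with tracer alone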
Target sequence (P61981 whole entry, looked up): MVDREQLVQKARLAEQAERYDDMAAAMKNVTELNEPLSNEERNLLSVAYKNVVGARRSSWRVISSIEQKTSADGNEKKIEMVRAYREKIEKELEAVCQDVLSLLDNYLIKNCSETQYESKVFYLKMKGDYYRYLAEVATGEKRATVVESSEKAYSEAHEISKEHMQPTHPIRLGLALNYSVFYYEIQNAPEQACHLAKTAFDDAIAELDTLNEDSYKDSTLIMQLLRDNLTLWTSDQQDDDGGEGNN
* marks the source's active call; other numbers are inactive results; & = joins results of further samples. Some of the compounds tested, so the mix of outcomes need not match the whole.

SMILES | 14-3-3g Raf
O=C(CSc1nc2ccc(N3C(=O)C4CCCCC4C3=O)cc2s1)c1ccccc1 (stereo not drawn) | -27.9
COc1ccc(-c2cc3ccccn3c2)c(OC)c1 | -75.5
CCCn1c(=N)c(C(N)=S)cc2c(=O)n3cccc(C)c3nc21 | -5.7
Cn1c(SCc2ccccc2F)nnc1-c1cnccn1 | -11.1
CC(=O)Nc1cccc(Oc2cc(C#N)c(C#N)cc2N2CCOCC2)c1 | -4.0
O=C(NCc1ccc(F)cc1)C1(S(=O)(=O)c2ccc(Cl)cc2)CC1 | -7.6
Cc1ccc(N=Cc2c(Nc3cccc(Cl)c3)nc3c(C)cccn3c2=O)cc1 | 5.6
COc1ccc(C2C=C(C(=O)O)Nc3ncnn32)cc1 (stereo not drawn) | 0.5
O=C1CCCCc2c1[nH]c1ccc(C3CCCCC3)cc21 | 0.6
COc1ccccc1N1CCN(C(=O)COc2ccc(Cl)cc2)CC1 | 3.8
CCCCn1c(N2CCC(Cc3ccccc3)CC2)nc2c1c(=O)[nH]c(=O)n2C | -11.6
Cc1ccccc1CN1CCN(CC(=O)NCCCN2CCN(c3ccc(F)cc3)CC2)C1=O | -5.2
O=C(c1ccccc1C(F)(F)F)N1CCN=C1SCc1cccnc1 | -8.2
COc1ccc(NC(=O)c2sc3ccccc3c2Cl)cc1 | 9.3
C=CCSc1nc(C)c(CC=C)c(=O)[nH]1 | 0.2
COc1ccc(S(=O)(=O)N(CC(=O)NC2CC2)c2ccc(C)cc2)cc1OC | -7.7
COc1cc(C(=O)Oc2ccccc2C(=S)N2CCOCC2)cc(OC)c1OC | -5.6
N#C/C(=C(/O)COC(=O)CCC1CCCCC1)c1nc2ccccc2[nH]1 | -1.9
Cc1ccc(-c2nc(N3CCCC3)c3ccccc3n2)cc1 | -3.1
CCc1ccc(NC(=O)c2ccc(F)c(S(=O)(=O)NC3CCCC(C)C3C)c2)cc1 (stereo not drawn) | -3.5
CCCOc1ccc(C2C(C(=O)c3ccc(C)o3)=C(O)C(=O)N2CCCn2ccnc2)cc1 (stereo not drawn) | 15.0
COc1ccc(C=Cc2nc(=O)c(-c3ccccc3)c(C)n2-c2ccccc2)cc1 | 5.0
COc1cccc(CNC(=O)CCn2c(=O)[nH]c3ccsc3c2=O)c1 | -5.2
COc1ccc(-c2cc(OC)c3c(C)oc(C)c3c(=O)c2)cc1OC | -44.0
COC(=O)c1[nH]c2ccc(F)cc2c1NC(=O)C1=COCCO1 | -9.4
SMILES | 14-3-3g Raf
O=C(Cn1cnc2sc3c(c2c1=O)CCCC3)NCCC(=O)Nc1ccc(F)cc1 | -6.4
CCOc1ccccc1N1CCN(c2nc(N)c(C#N)c(CC#N)c2C#N)CC1 | -24.0
OC(CCN1CCCC1)(c1ccccc1)C1CCCCC1 (stereo not drawn) | 2.4
O=C(Cn1nnc(-c2ccccc2)n1)NCc1ccccc1 | 4.3
COc1cc(-c2nnc(SCC(=O)c3ccc(Cl)cc3)o2)cc(OC)c1OC | -3.1
NC(=O)c1cc2cc(Cl)ccc2oc1=Nc1ccc(C(F)(F)F)cc1 | 0.9
COC(=O)Cc1c(C)c2ccc(OCC(C)=O)c(C)c2oc1=O | 20.4
O=[N+]([O-])c1ccccc1N1CCCNCC1 | -6.6
CCOC(=O)N1CCN(C(=O)c2ccc3c(SCC(=O)O)c4c(nc3c2)CCCC4)CC1 | -2.7
CC(=O)OCCOc1nc(N(C)C)nc(N(C)C)n1 | -4.4&-2.2
CCOCCCNC(=O)c1cccs1 | -2.7
COc1ccc(S(=O)(=O)NCC(c2cccnc2)N2CCN(c3ccc(F)cc3)CC2)cc1C (stereo not drawn) | -9.3
COc1cccc(C(=O)Oc2ccc3sc(=O)oc3c2)c1 | 2.6
COc1ccc(S(=O)(=O)Nc2cc(C)ccn2)cc1OC | 2.5
COC(=O)C1=C(C)NC(C)=C(C(=O)OC)C1c1ccc(-c2cccc(Cl)c2)o1 | -56.0
COCCSc1nnc(NC(=O)Cc2ccccc2OC)s1 | -2.3
Cc1ccc(-c2cc(C(=O)N3CCCCC3)c3ccccc3n2)cc1C | -7.7
COC(=O)c1c(NC(=O)CN2CCN(C(=O)c3ccco3)CC2)c2cc(C)ccc2n1C | -3.0
CC(=O)c1c(C)nc(C)nc1NC(=O)C(C)C | -0.9
Cc1nn(C(=O)c2ccc([N+](=O)[O-])cc2)c(C)c1Sc1ccccc1 | 0.6
CCOc1ccc(-c2nnc(Nc3ccc(F)cc3)c3ccccc23)cc1 | -2.5
COc1ccc(C2=NN(C(=O)c3ccc(Br)o3)C(c3ccc(F)cc3)C2)cc1OC (stereo not drawn) | -12.8
Cc1nc(Nc2nc3c(c(=O)[nH]2)CCCC3)nc2c(C)cccc12 | -21.4
CCOc1ccc(-c2cc(C(=O)O)c3ccccc3n2)c(OCC)c1 | -3.5
CC(=O)N1CCCc2cc(S(=O)(=O)Nc3cccc(C)c3C)ccc21 | 3.1

Molecules listed so far that have an aryl thioether with sulfur outside any ring, in the order listed:
SMILES | 14-3-3g Raf
O=C(CSc1nc2ccc(N3C(=O)C4CCCCC4C3=O)cc2s1)c1ccccc1 (stereo not drawn) | -27.9
Cn1c(SCc2ccccc2F)nnc1-c1cnccn1 | -11.1
C=CCSc1nc(C)c(CC=C)c(=O)[nH]1 | 0.2
COc1cc(-c2nnc(SCC(=O)c3ccc(Cl)cc3)o2)cc(OC)c1OC | -3.1
CCOC(=O)N1CCN(C(=O)c2ccc3c(SCC(=O)O)c4c(nc3c2)CCCC4)CC1 | -2.7
COCCSc1nnc(NC(=O)Cc2ccccc2OC)s1 | -2.3
Cc1nn(C(=O)c2ccc([N+](=O)[O-])cc2)c(C)c1Sc1ccccc1 | 0.6

(more compounds)
SMILES | 14-3-3g Raf
CCOc1ccccc1N1C(=O)CC(Sc2ncccc2C(=O)O)C1=O (stereo not drawn) | 18.2
CCOC(=O)c1ccc(NC(=O)N2CCN(Cc3cccc(F)c3)CC2)cc1 | -4.8
CCc1cccc(CC)c1NS(=O)(=O)c1ccc2c(c1)CCC(=O)N2 | -74.2
COc1cccc(-c2nnc(Sc3ccc(C(C)=O)cc3[N+](=O)[O-])n2-c2ccccc2)c1 | -2.6
O=C(N1CCN(c2ncccn2)CC1)C(F)(F)F | -0.2
Cc1ccc(S(=O)(=O)N2Cc3ccccc3CC2C(=O)Nc2ccc(Cl)cc2)cc1 (stereo not drawn) | 1.9
CS(=O)(=O)c1ccc(N)cc1 | 2.1
CS(=O)(=O)N(CC(=O)NCC1CCCO1)c1cc(Cl)cc(Cl)c1 (stereo not drawn) | 1.0
O=C1C(=O)N(c2nccs2)C(c2ccc(F)cc2)/C1=C(\O)c1ccc(Br)cc1 (stereo not drawn) | -8.4
CCN(CC)C(=O)CSc1nnc2sc3ccccc3n12 | -0.3
COc1ccccc1Nc1nc(C)nc2sc(C)cc12 | 0.2
COc1ccc(-c2nn3c(-c4ccco4)nnc3s2)cc1OC | -3.6
CCCCCCOC(=O)C(C#N)c1nc2ccccc2nc1N1CCN(C)CC1 (stereo not drawn) | -21.9
O=C(O)C1C(c2ccccc2)C(C(=O)OCCCO)C1c1ccccc1 (stereo not drawn) | -6.7
Cc1ccc(CCN2CC(C(=O)NCc3ccc(F)cc3)CC2=O)cc1 (stereo not drawn) | -8.1
O=C(NCc1cccs1)c1cnc2ccccn2c1=O | -3.9
COc1ccc(CCNS(=O)(=O)c2ccc(C(=O)NCc3ccco3)cc2)cc1OC | -7.8
O=C1c2ccc(Oc3ccc4c(c3)C(=O)N(c3ccccn3)C4=O)cc2C(=O)N1c1ccccn1 | -0.1
COc1ccccc1N1CCN(c2nc(-c3ccccc3)cc(C(F)(F)F)n2)CC1 | 4.3
CCOc1ccc(-n2c(N)c(C(=O)NC3CCCCC3)sc2=S)cc1 | -6.5
O=C(NCc1ccc(F)cc1)c1ccc2c(c1)N(Cc1ccccc1F)C(=O)CS2 | 5.5
COC(=O)c1ccc(OCC(O)Cn2c(C)[n+](C)c3ccccc32)cc1 (stereo not drawn) | 7.4
CC(=O)N1CCN(C(=O)c2ccc(NCc3ccccc3Cl)c(S(=O)(=O)Nc3cccc(C(F)(F)F)c3)c2)CC1 | -5.0
N#CCSc1nc(-c2cccs2)cc(-c2cccs2)c1C#N | -3.9
COc1ccccc1NC(=O)CN1C(=O)C(C)Oc2ccccc21 (stereo not drawn) | 1.5
SMILES | 14-3-3g Raf
COc1ccc(-c2cn3cccnc3n2)cc1NC(=O)C1CC1 | 2.2
COc1ccc(-c2cc(C(F)(F)F)n3ncc(C(=O)NCC4CCCO4)c3n2)cc1OC (stereo not drawn) | -3.7
O=C(O)c1ccc(-n2nnnc2SCC(=O)N2CCCCC2)cc1 | -2.4
Cc1nn(CC(N)=O)c(=O)c2ccccc12 | -4.8
O=C1CC(c2ccc(Br)cc2)c2cc3c(cc2N1)OCCO3 (stereo not drawn) | -4.6
O=C(CC1Sc2ccc(C(F)(F)F)cc2NC1=O)Nc1ccc2c(c1)OCO2 (stereo not drawn) | -37.8
CC1(C(=O)NCCc2ccc(Cl)cc2)CC(=O)N=C2C=CC=CN21 (stereo not drawn) | -2.6
COc1ccc(-c2nc(CS(=O)(=O)CC(=O)NCCc3cc(OC)ccc3OC)c(C)o2)cc1 | -5.0
CC(CCc1ccccc1)NC(=O)C1C2C=CC3(CN(Cc4ccccc4Cl)C(=O)C13)O2 (stereo not drawn) | -2.6
Cc1ccc2nc(-c3ccc(NC(=O)c4cccc(F)c4)cc3)oc2c1 | -15.0
CS(=O)(=O)c1ccc2nc(NC(=O)Oc3ccccc3)sc2c1 | 1.1
c1ccc2c(-c3nc(C4CCCCC4)no3)cc(-c3ccncc3)nc2c1 | -4.2
CCCOc1ccccc1C1NC(=O)NC(C)=C1C(=O)OCC(C)C (stereo not drawn) | -6.5
CCOC(=O)C1=C(C)NC(=O)NC1C(C)C (stereo not drawn) | -1.8
Cc1nc(N(C)C)c2sc(=S)n(C)c2n1 | -0.8
COc1ccc(-c2nnc(NC(=O)c3ccc(S(=O)(=O)N4CC(C)CC(C)C4)cc3)o2)c(OC)c1 (stereo not drawn) | 7.2
CCC(=O)N1c2ccccc2NC2=C(C(=O)CC(c3ccccc3Cl)C2)C1c1ccc(C)cc1 (stereo not drawn) | -8.1
CC1CCN(C(=O)CSc2nc(NCc3ccc(Cl)cc3)c3ccccc3n2)CC1 | -9.5
Nc1c(C(=O)O)sc2ccc(S(=O)(=O)N3CCCCC3)cc12 | -154.3
O=C(NC1CCCC1)c1cc2n(n1)C(C(F)(F)F)CC(c1ccccc1)N2 (stereo not drawn) | -4.6
Cc1ccccc1-n1cc(-c2ccccc2)nc1SCC(=O)NCCc1ccccc1 | -3.6
O=C(O)c1cccc2nccnc12 | 2.5
CC(C)CNC(=S)Oc1cccc(C(=O)Nc2cccc3ccccc23)c1 | 0.1
CCC12CC3CC(C1)CC(C(=O)O)(C3)C2 | 6.2
CCOc1ccc(N2C(=O)C(N3C(=O)c4cccc([N+](=O)[O-])c4C3=O)C2c2ccc3c(c2)OCO3)cc1 (stereo not drawn) | 0.6
SMILES | 14-3-3g Raf
CCc1c(C)nc2[nH]nc(-c3ccccc3C)n2c1=O | -2.9
CCOC(=O)c1c(C)[nH]c(C)c1C(=O)COC(=O)C1CCCN1S(=O)(=O)c1ccccc1F (stereo not drawn) | -14.0
O=C1CCCN1C(=O)CCC(=O)N1CCCC1=O | -7.3
O=C(CN(c1cccc([N+](=O)[O-])c1)S(=O)(=O)c1ccccc1)Nc1ccc(I)cc1 | 6.0
CN(C)/C=C1\C(=O)c2ccc(N(C)C)nc2CC1c1ccccc1 (stereo not drawn) | 4.6
Cc1ccc(NS(=O)(=O)c2cc(C(=O)O)ccc2Br)cc1 | -1.5
Cc1onc(-c2ccccc2Cl)c1C(=O)Nc1cccc(-c2nc3ncccn3c2C)c1 | -2.4
O=C1CS/C(=N\C(=O)N2c3ccccc3Sc3ccccc32)N1 | -72.7
CCOC(=O)C1CCN(C(=O)C2CCCN(S(=O)(=O)c3ccc(C)cc3)C2)CC1 (stereo not drawn) | -1.9
O=C(O)c1ccc(Nc2ccc(Cl)cc2)c([N+](=O)[O-])c1 | 0.1
Clc1ccc2nc3c(c(Nc4ccc5c(c4)OCO5)c2c1)CCCC3 | -1.9
NC(=O)c1cc2nc(-c3cccs3)cc(C(F)(F)F)n2n1 | -4.3
Cc1ccc(Cn2c(=N)n(CC(O)c3ccco3)c3ccccc32)cc1 (stereo not drawn) | -24.3&-94.8
CCOC(=O)c1sc(NC(=O)C2C3C=CC(C3)C2C(=O)O)nc1C (stereo not drawn) | -5.6
NC(=O)c1ccc(Nc2nc(=S)[nH]c3ccccc23)cc1 | -4.6
CCOc1ccc(C(CC(=O)O)NC(=O)COc2ccccc2)cc1 (stereo not drawn) | 3.1
CCOC(=O)c1sc2nc(SCc3cccc(Cl)c3)n(Cc3ccco3)c(=O)c2c1C | -10.8
COc1cc(OC)c(C2Nc3cccc4cccc(c34)N2)cc1OC | -5.9
COc1cc(C2CC(=O)C3=C(C2)Nc2ccccc2NC3c2cccc(OC)c2OC)cc(OC)c1OC (stereo not drawn) | -1.1
Cc1cc(=O)[nH]c(SCC(=O)NCc2ccco2)n1 | -3.5
Cc1cccc(N2C(=O)CC(N3CCC(C(N)=O)CC3)C2=O)c1 (stereo not drawn) | 3.5
Cn1c(COc2ccccc2)nnc1SCCN1CCOCC1 | -5.2
COc1ccc(C(=O)Nc2c3c(nn2-c2ccc(C)cc2C)CSC3)cc1 | 4.8
Cn1c(=O)c2c(nc3n(-c4ccccc4)c(-c4cccs4)cn23)n(C)c1=O | -9.1
CCC(C)c1ccc(N2C(=O)c3ccccc3NC2c2ccc(F)cc2)cc1 (stereo not drawn) | 4.2
O=C(NCCN1CCOCC1)c1ccc(CS(=O)(=O)c2c(Cl)cccc2Cl)o1 | -0.3
Cc1cc(-c2ccccc2)n(-c2cc(N3CCOCC3)ncn2)n1 | 1.9
CCNC(=O)c1c(O)c2ccccc2[nH]c1=O | 1.0

Structural class, those above with bromine (4)
SMILES | 14-3-3g Raf
COc1ccc(C2=NN(C(=O)c3ccc(Br)o3)C(c3ccc(F)cc3)C2)cc1OC (stereo not drawn) | -12.8
O=C1C(=O)N(c2nccs2)C(c2ccc(F)cc2)/C1=C(\O)c1ccc(Br)cc1 (stereo not drawn) | -8.4
O=C1CC(c2ccc(Br)cc2)c2cc3c(cc2N1)OCCO3 (stereo not drawn) | -4.6
Cc1ccc(NS(=O)(=O)c2cc(C(=O)O)ccc2Br)cc1 | -1.5
